# Source: PubChem (National Center for Advancing Translational Sciences (NCATS))
# DT40 TDP1 CPT: growth inhibition of DT40 Tdp1-/-;hTDP1 cells with camptothecin (screen for TDP1 inhibitors); AID 686979; Potency, µM (doses to about 46.2 µM), for the others: top-dose activity change, negative = growth inhibition, most hits filed as inhibitors; actives 12% (n = 420,000); chicken DT40 Tdp1-/-;hTDP1 cells + 20 nM CPT, ATP luminescence, 48 h; note: nearly all actives have a fitted effect of over 55% in size
#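 Chicken DT40 Tdp1-/- cells complemented with human TDP1, 400 cells/well, exposed to compounds plus 20 nM camptothecin for at least 48 h at 37 C; viability read as ATP content by CellTiter-Glo luminescence.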
# FEN1 inhibitor: human FEN1 inhibition | P39748 | Recombinant FEN1 flap cleavage, fluorescence, 15 min | Potency, µM (doses to about 114 µM), for the others: top-dose activity change, negative = inhibition, usual class: inhibitors | actives 0.35% (n = 390,000) | AID 588795; note: nearly all actives have a fitted effect of over 65% in size
# Target sequence (P39748 whole entry, looked up): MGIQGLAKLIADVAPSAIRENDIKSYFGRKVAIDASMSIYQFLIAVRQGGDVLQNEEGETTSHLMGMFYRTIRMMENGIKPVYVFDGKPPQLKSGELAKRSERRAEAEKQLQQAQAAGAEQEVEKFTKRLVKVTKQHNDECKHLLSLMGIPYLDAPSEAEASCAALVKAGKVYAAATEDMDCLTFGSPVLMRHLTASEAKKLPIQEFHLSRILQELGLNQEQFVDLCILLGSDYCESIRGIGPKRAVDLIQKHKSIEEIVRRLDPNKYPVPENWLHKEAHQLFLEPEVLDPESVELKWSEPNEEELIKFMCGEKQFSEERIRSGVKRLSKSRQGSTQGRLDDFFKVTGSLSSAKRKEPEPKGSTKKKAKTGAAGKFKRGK
#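 FEN1 at 10 nM preincubated with compounds 15 min at room temperature, then flap DNA substrate added at 50 nM final. Signal read at 0 and 15 min; concentration-response fitted with four-parameter Hill equation.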
# KAT2A inh: blocks human GCN5L2 histone acetyltransferase; actives 0.21% (n = 390,000); GCN5L2 HAT assay, ThioGlo1 CoA-SH fluorescence; Potency, µM (titrated, usually from 58.9 µM), inactives show at the highest dose activity change, negative = inhibition, actives largely listed as inhibitors; AID 504327
#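 Titration-based screen in which CoA formation is detected via maleimide probe ThioGlo1 (50uM) turning fluorescent on thiol reaction; substrates H3(1-25) 75uM and acetyl-CoA 70uM, GCN5L2 20nM, 20 min incubation at room temperature.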
# Starred values were filed as active, the others as inactive; ? = inconclusive; . = no result given; & = joins results of further samples; [ ] = remark or other dose. Calls come from the whole dose curve; as a rule, active = well fitted curve in the direction sought with a large enough effect; inconclusive = small, poorly fitted or top-dose-only effect, or another doubt; inactive = no such curve, though single readings can be large; an effect the other way counts as inactive or inconclusive. % is set by controls: 0 for no effect and ±100 for the full control effect; potency is the fitted concentration of half-maximal effect. Some of the compounds tested. The share of hits here may be higher or lower than overall.
# Below each compound: DT40 TDP1 CPT	FEN1 inhibitor	KAT2A inh
(1) O=C(CCN1C(=O)C2CCCCC2C1=O)N1CCN(S(=O)(=O)c2ccccc2)CC1 (stereo unspecified)
  -3%	6%	-20%
(2) CC1=C(c2ccc(C)cc2)S(=O)(=O)N(Cc2ccc(C(=O)NCc3cccc(C)c3)cc2)C1=O
  ?	6%	-9%
(3) Cc1cc(Oc2ccc(Cl)cc2)nc(-c2ccccc2O)n1
  1%	-23%	-1%
(4) Cn1c(-c2ccc(C(=O)c3ccccc3)s2)nc2ccccc21
  -20%	3%	.
(5) O=C(O)CCc1nc(-c2ccccc2)no1
  -12%	-3%	-2%
(6) CC1Cc2ccccc2N1C(=O)c1cc2c(=O)n3ccccc3nc2n1C (stereo unspecified)
  12µM*	13%	1%
(7) COc1ccc(CNC(=O)Cn2cnc3c(SC)nc(N)nc32)cc1
  ?	6%	1%
(8) COc1ccc2cc(CO)c(Cl)nc2c1
  1%	14%	0%
(9) CCc1nn(CC(=O)NCCc2ccc(Cl)cc2)c(=O)c2cccn12
  13%	20%	?
(10) CCN1C(=O)C(CC(=O)Nc2c(C)cccc2C)Nc2cc(S(=O)(=O)N(C)C)ccc21 (stereo unspecified)
  9%	2%	-6%
(11) CCOc1ccc(S(=O)(=O)N(C)c2ccc(OCC(=O)NCC3CCCCC3)cc2)cc1
  16µM*	-10%	-5%
(12) Cc1noc(C)c1-c1nc(CS(=O)(=O)c2ccccc2)no1
  9%	-1%	4%
(13) CCOC(=O)c1c(C)[nH]c(C(=O)NCC(c2ccco2)N2CCCCC2)c1C (stereo unspecified)
  -9%	4%	-3%
(14) CCCc1[nH][nH]c(=O)c1C(c1cccc(Cl)c1)C(C#N)C#N (stereo unspecified)
  ?	-14%	-6%
(15) O=C(COc1ccc2ccccc2c1)NN1C(=O)c2ccccc2C1=O
  -5%	3%	-6%
(16) CCOC(=O)c1ccc(NC(=O)c2sc3nc(N4CCOCC4)c4c(c3c2N)CCCC4)cc1
  ?	16%	-22%
(17) CC(=O)c1ccc(NC(=O)c2ccc3c(Cl)c4c(nc3c2)CCCC4)cc1
  ?	?	-2%
(18) CC(C)CCN(C(=O)CNC(=O)c1cccs1)C(C(=O)NC1CCCCC1)c1cccnc1 (stereo unspecified)
  -17%	-3%	-2%
(19) Nc1ccncc1N
  -17%&0%	-2%	-4%&3%
(20) Cc1c(Br)c([N+](=O)[O-])nn1C(C)C(=O)NCc1ccco1 (stereo unspecified)
  18%	9%	-10%
(21) CC(=O)N1N=C(c2ccc(C)cc2)OC1c1ccc(C)cc1 (stereo unspecified)
  10%	-1%	-1%
(22) COc1ccc(NC(=O)C2C(c3ccccc3)C2(Cl)Cl)c(OC)c1 (stereo unspecified)
  -29%	-4%	1%
(23) CCCCCCNC1=NCCS1
  -5%	-6%	-11%
(24) Cc1ccc2nc(-c3cccnc3)oc2c1
  -14%&-9%	3%&-3%	?
(25) O=C(C1COc2ccccc2O1)N1CCn2c(nc3ccccc32)C1 (stereo unspecified)
  ?	20%	-4%
(26) Cc1[nH]c2ccccc2c1SCCNC(=O)c1ccc(F)cc1
  ?	-15%	-8%
(27) COc1cccc2sc(N3CCN(C(=O)c4cccs4)CC3)nc12
  ?	4%	3%
(28) O=[N+]([O-])c1ccc2c(c1)Cc1cc(F)ccc1-2
  -5%	1%	.
(29) N#C/C(=C/c1ccc(-c2ccc([N+](=O)[O-])cc2)o1)C(=O)Nc1nc(-c2cccs2)cs1
  ?	-7%	.
(30) Cc1nc(N2CCN(c3ccccc3)CC2)nc2c1C(=O)CCC2
  ?	-15%	1%
(31) COc1ccc(-c2noc(N3CCCC(C(=O)Nc4ccc(C(C)=O)cc4)C3)n2)cc1 (stereo unspecified)
  ?	-6%	-10%
(32) COc1cccc2c1C(CCCC(=O)O)CCC2 (stereo unspecified)
  -23%	-7%	.
(33) CCOc1cc2[nH]c(=S)n(Cc3ccc(C(=O)NCCCOC)cc3)c(=O)c2cc1OCC
  -23%	4%	-3%
(34) Cc1ccc(C)c(NC(=O)C2CCCN(S(=O)(=O)c3c(C)nn(C)c3C)C2)c1 (stereo unspecified)
  ?	10%	-5%
(35) CCOC(=O)c1cc(S(=O)(=O)N2CCCC2)cn1C
  -3%	-4%	3%
(36) CC(=N\NC(=O)c1cc(Br)ccc1O)/C(=N/O)C(=O)Nc1ccccc1
  ?	-9%	-16%
(37) CCC(C(=O)NC1CCCCC1)n1c(SCc2cccc(F)c2)nc2ccncc21 (stereo unspecified)
  ?	-3%&-6%	-5%&-4%
(38) CCOC(=O)c1cc(C(O)(C(F)(F)F)C(F)(F)F)c(/N=C/N(C)C)o1
  -7%	-1%	-14%
(39) O=C(Nc1ccccc1C(F)(F)F)C1CCN(C(=O)c2cccs2)CC1
  15%	-1%	-2%
(40) N#C/C(=C\c1ccc(Sc2nc3ccccc3[nH]2)o1)c1ccccc1
  ?	-11%	-24%
(41) OCCC1CN(Cc2ccc(-n3cccn3)cc2)CCN1Cc1ccccc1 (stereo unspecified)
  -19%	2%	-2%
(42) CC(=O)c1ccc(NC(=O)NCc2ccc(F)cc2)cc1
  7%	15%	-6%
(43) CC(NC(=O)CNC(=O)c1cccc(Cl)c1)c1ccccc1 (stereo unspecified)
  1%	16%	-13%
(44) CO/N=C/CC(=O)c1ccc([N+](=O)[O-])c(CS(=O)(=O)c2ccc(Cl)cc2)c1
  ?	-18%	-16%
(45) COc1cc(OC)c(NC(=S)NCc2ccccc2)cc1Cl
  -8%	2%	-9%
(46) Cc1cc(F)ccc1NC(=O)c1cc(S(=O)(=O)N2CCCC2)cn1C
  -4%	21%	-2%
(47) CCc1ccc(NC(=O)CC2C(=O)N(c3cccc(C)c3)C(=O)N2Cc2ccc(F)cc2)cc1 (stereo unspecified)
  ?	?	-4%
(48) COc1ccc([C@H](NC(=O)OC(C)(C)C)C(=O)OC(C)(C)C)cc1
  -23%	-12%	-11%
(49) CCCCn1c(N)c(N(CCC(C)C)C(=O)C2CC(=O)N(c3cccc(SC)c3)C2)c(=O)[nH]c1=O (stereo unspecified)
  -15%	6%	-7%
(50) CC(=O)Nc1ccc(NC(=O)c2ccc(N(C)S(=O)(=O)c3ccc(C)cc3)cc2)cc1
  -9%	6%	-6%
(51) Cc1ccc2cc(CN(C(=O)c3cccnc3)C(C)C)c(=O)[nH]c2c1
  -15%	3%	2%
(52) Cc1ccccc1Nc1c(-c2ccncc2)nc2ccc(Br)cn12
  23µM*	5%	-3%
(53) CN(C(=O)COC(=O)CCc1c[nH]c2ccccc12)c1ccccc1
  -33%	-7%	-24%
(54) C#CCOC(=O)c1ccccc1C(=O)N(CC)CC
  3%	-5%	-9%
(55) CN(C)S(=O)(=O)c1ccc(NC(=O)C2CC(=O)N(Cc3ccccc3)C2)cc1 (stereo unspecified)
  7%	8%	-15%
(56) O=C(Nc1cnn(Cc2c(Cl)cccc2Cl)c1)c1ccc([N+](=O)[O-])cc1
  ?	2%	?
(57) CC1(c2cc(C(F)(F)F)n3nc(C(=O)O)cc3n2)CC1
  -1%	-3%	1%
(58) CC(C)(C)OC(=O)N1CCC(c2c(C(=O)NC3CCCCC3)cnn2-c2cccc(Cl)c2)CC1
  ?	-21%	-7%
(59) CC1CCC(NC(=O)CN(C)S(=O)(=O)c2cccc3cccnc23)CC1 (stereo unspecified)
  -11%	-13%	-12%
(60) O=C(c1ccc(CS(=O)c2cccc(Cl)c2)o1)N1CCOCC1 (stereo unspecified)
  -11%	-9%	?

# Continued:
# Below each compound: DT40 TDP1 CPT	FEN1 inhibitor	KAT2A inh
(61) Cc1c(N(C(=O)CNC(=O)c2ccccc2)C2(C(=O)NC3CCCCC3)CCCCC2)c(=O)n(-c2ccccc2)n1C
  -2%	-3%	-3%
(62) Cc1cc(S(=O)(=O)N2CCN(c3ccccc3O)CC2)c(C)s1
  -4%	0%	-3%
(63) COC(=O)C(C)Oc1ccc(Oc2nc(Cl)ccc2Cl)cc1 (stereo unspecified)
  -3%	-9%	-7%
(64) Cc1ccc(C(=O)N/C(=C\c2cccs2)C(=O)N2CCOCC2)cc1C
  -21%	0%	-10%
(65) N#CC1(NC(=O)CN2C(=O)c3ccccc3C2=O)CCCCC1
  11%	-17%	0%
(66) CCOc1ccccc1CNC(=O)C1CCN(c2nn3cc(-c4ccc(F)cc4)nc3s2)CC1
  -21%	17%	-6%
(67) COc1ccc(NC(=O)COc2ccc(S(=O)(=O)N3CCOCC3)cc2C)cc1OC
  -26%	-8%	-1%
(68) COc1cccc(OCc2cc(C(=O)NCCc3cccc(C)n3)no2)c1
  -7%	-2%	-4%
(69) COc1ccc(NC(=O)c2ccco2)cc1NC(=O)c1cc(Br)ccc1Cl
  -28%	2%	-3%
(70) Cc1ccc(CNC(=O)c2c(O)nc3c(C)cccn3c2=O)cc1
  ?	-14%	-2%
(71) CCc1nn(CC(=O)N2CCC(C)CC2)c(=O)c2cccn12
  -7%	-4%	1%
(72) Cc1ccc(NC(=O)Cn2cc(C=O)c3ccccc32)cc1
  ?	-4%	0%
(73) COc1cccc2c1C(=O)c1ccc3ccccc3c1C2=O
  -8%	-11%	-18%[0.501 µM]
(74) CCNC(=O)COc1ccc(F)cc1C(=O)c1cnn(-c2ccccc2)c1
  ?	-5%	-2%
(75) C=CCn1c(-c2ccccc2)ccc(C#N)c1=O
  -23%	-6%	-9%
(76) COc1cc(OC)c2ccc(=O)oc2c1C(CC(=O)N1CCCC(C)C1)c1ccc2c(c1)OCO2 (stereo unspecified)
  ?	5%	-22%
(77) CN(Cc1ccccc1)S(=O)(=O)c1ccc(NC(=O)C2CCCO2)cc1 (stereo unspecified)
  ?	17%	-2%
(78) O=C(/C=C/c1ccc(S(=O)(=O)NCc2ccco2)cc1)NCc1cccc(Cl)c1
  ?	-15%	-4%

# Grouped by structure, the compounds so far with a Cl atom.
# Below each compound: DT40 TDP1 CPT	FEN1 inhibitor	KAT2A inh
(3) Cc1cc(Oc2ccc(Cl)cc2)nc(-c2ccccc2O)n1
  1%	-23%	-1%
(8) COc1ccc2cc(CO)c(Cl)nc2c1
  1%	14%	0%
(9) CCc1nn(CC(=O)NCCc2ccc(Cl)cc2)c(=O)c2cccn12
  13%	20%	?
(14) CCCc1[nH][nH]c(=O)c1C(c1cccc(Cl)c1)C(C#N)C#N (stereo unspecified)
  ?	-14%	-6%
(17) CC(=O)c1ccc(NC(=O)c2ccc3c(Cl)c4c(nc3c2)CCCC4)cc1
  ?	?	-2%
(22) COc1ccc(NC(=O)C2C(c3ccccc3)C2(Cl)Cl)c(OC)c1 (stereo unspecified)
  -29%	-4%	1%
(43) CC(NC(=O)CNC(=O)c1cccc(Cl)c1)c1ccccc1 (stereo unspecified)
  1%	16%	-13%
(44) CO/N=C/CC(=O)c1ccc([N+](=O)[O-])c(CS(=O)(=O)c2ccc(Cl)cc2)c1
  ?	-18%	-16%
(45) COc1cc(OC)c(NC(=S)NCc2ccccc2)cc1Cl
  -8%	2%	-9%
(56) O=C(Nc1cnn(Cc2c(Cl)cccc2Cl)c1)c1ccc([N+](=O)[O-])cc1
  ?	2%	?
(58) CC(C)(C)OC(=O)N1CCC(c2c(C(=O)NC3CCCCC3)cnn2-c2cccc(Cl)c2)CC1
  ?	-21%	-7%
(60) O=C(c1ccc(CS(=O)c2cccc(Cl)c2)o1)N1CCOCC1 (stereo unspecified)
  -11%	-9%	?
(63) COC(=O)C(C)Oc1ccc(Oc2nc(Cl)ccc2Cl)cc1 (stereo unspecified)
  -3%	-9%	-7%
(69) COc1ccc(NC(=O)c2ccco2)cc1NC(=O)c1cc(Br)ccc1Cl
  -28%	2%	-3%
(78) O=C(/C=C/c1ccc(S(=O)(=O)NCc2ccco2)cc1)NCc1cccc(Cl)c1
  ?	-15%	-4%

# Retrieved one by one from above:
# Below each compound: DT40 TDP1 CPT	FEN1 inhibitor	KAT2A inh
(27) COc1cccc2sc(N3CCN(C(=O)c4cccs4)CC3)nc12
  ?	4%	3%
(30) Cc1nc(N2CCN(c3ccccc3)CC2)nc2c1C(=O)CCC2
  ?	-15%	1%
(10) CCN1C(=O)C(CC(=O)Nc2c(C)cccc2C)Nc2cc(S(=O)(=O)N(C)C)ccc21 (stereo unspecified)
  9%	2%	-6%
